# PREPL inh: inhibitors of human prolyl oligopeptidase-like enzyme PREPL; Q4J6C6; recombinant PREPL, fluorescence polarization activity-based probe; inhibition, % at 5.96 µM; actives 0.68% (n = 320,000); AID 2751; in the data active = inhibition above about 43%;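 note: 0% = enzyme with DMSO and 100% = wells lacking enzyme; many of its hits are not listed in these tables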
# PAFAH2 FP inh: inhibitors of human PAFAH2. recombinant PAFAH2, FP-rhodamine activity probe, fluorescence polarization. inhibition, % at 3.39 µM. actives 0.99% (n = 340,000);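 active = inhibition above the mean over all tested compounds plus 3 SD, cut at about 30% in these data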;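 note: inhibitors block probe labeling of enzyme so polarization drops; 0% = enzyme with DMSO and 100% = wells lacking PAFAH2 protein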
# pPAFAH FP inh: pPAFAH (human) enzyme inhibition | Q13093 | recombinant pPAFAH, FP-rhodamine probe fluorescence polarization | inhibition, % at 3.39 µM | actives 1.5% (n = 330,000) | AID 463082;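 active = inhibition above the mean inhibition across the screen plus 3 SD, cut at about 25% in these data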;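 note: inhibitors block binding of the rhodamine activity-based probe so polarization drops; 0% = enzyme with DMSO and 100% = wells lacking pPAFAH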
# Target sequence (Q13093 whole entry, looked up): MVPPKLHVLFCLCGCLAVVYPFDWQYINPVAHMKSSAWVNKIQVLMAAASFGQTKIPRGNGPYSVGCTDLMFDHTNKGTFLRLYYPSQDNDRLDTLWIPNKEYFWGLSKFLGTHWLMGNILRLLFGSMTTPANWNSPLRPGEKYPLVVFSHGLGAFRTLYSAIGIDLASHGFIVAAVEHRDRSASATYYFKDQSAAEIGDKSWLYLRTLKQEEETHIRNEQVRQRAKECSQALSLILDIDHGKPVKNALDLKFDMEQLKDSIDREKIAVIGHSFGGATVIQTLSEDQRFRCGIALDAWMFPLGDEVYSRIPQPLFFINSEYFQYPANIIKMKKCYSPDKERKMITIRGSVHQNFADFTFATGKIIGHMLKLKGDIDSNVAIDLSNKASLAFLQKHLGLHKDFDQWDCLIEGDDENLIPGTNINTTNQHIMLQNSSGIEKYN
# ZTA counter: blocks Epstein-Barr virus ZTA, an EBNA-1 counter-screen; ZTA-DNA binding, fluorescence polarization; inhibition, % at 11 µM; actives 0.15% (n = 320,000); AID 2234; in the data active = inhibition above about 33%
# EBNA-1 inh: blocks EBNA-1 binding to DNA. EBNA-1 DNA binding, fluorescence polarization. inhibition, % at 14.8 µM. actives 0.34% (n = 300,000). AID 1950; in the data active = inhibition above about 28%
# LYPLA1 inh: LYPLA1 (human) inhibition in PME1 counter-screen. O75608. recombinant LYPLA1, FP-Rh probe fluorescence polarization. inhibition, % at 5.9 µM. actives 0.16% (n = 320,000). AID 2174;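 active = inhibition above the mean of all tested compounds plus 3 SD, set per campaign, cut at about 14% in these data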;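 note: inhibitors block serine hydrolase probe labeling of LYPLA1 so polarization falls; 0% = enzyme with DMSO and 100% = wells lacking LYPLA1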
# Target sequence (O75608 whole entry, looked up): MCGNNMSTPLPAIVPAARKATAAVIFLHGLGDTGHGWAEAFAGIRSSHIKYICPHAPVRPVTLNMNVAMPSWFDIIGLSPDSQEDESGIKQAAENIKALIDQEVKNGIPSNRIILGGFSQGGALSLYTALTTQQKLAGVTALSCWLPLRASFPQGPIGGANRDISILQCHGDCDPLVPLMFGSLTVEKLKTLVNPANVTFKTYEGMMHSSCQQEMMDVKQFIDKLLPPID
# LYPLA2 counter: blocks human lysophospholipase 2, a PME1 counter-screen | O95372 | recombinant LYPLA2, FP-Rh probe fluorescence polarization | inhibition, % at 5.9 µM | actives 0.38% (n = 320,000) | AID 2177;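 active = inhibition above the screen-wide mean plus 3 SD, limit set per campaign, cut at about 26% in these data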;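 note: 0% = LYPLA2 with DMSO and 100% = wells lacking LYPLA2 enzyme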
# Target sequence (O95372 whole entry, looked up): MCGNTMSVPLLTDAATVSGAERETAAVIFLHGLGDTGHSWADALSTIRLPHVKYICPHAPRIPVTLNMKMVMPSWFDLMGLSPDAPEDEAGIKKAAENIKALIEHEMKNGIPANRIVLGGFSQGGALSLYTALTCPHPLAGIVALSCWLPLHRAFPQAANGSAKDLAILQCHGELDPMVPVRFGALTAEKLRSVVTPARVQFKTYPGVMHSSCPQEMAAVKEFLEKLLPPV
# PAFAH1B3 FP inh: PAFAH1B3 (human) inhibition | Q15102 | recombinant PAFAH1B3, FP-rhodamine probe, fluorescence polarization | inhibition, % at 3.39 µM | actives 0.28% (n = 340,000) | AID 492972;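 active = inhibition above the screen-wide average of all tested compounds plus 3 SD, cut at about 25% in these data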;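 note: 0% = enzyme with DMSO only and 100% = wells lacking PAFAH1B3 protein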
# PAFAH1B2 inh: inhibitors of human PAFAH1B2; AID 492953; inhibition, % at 3.39 µM; actives 1.2% (n = 340,000); recombinant PAFAH1B2, FP-rhodamine activity probe, fluorescence polarization;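 active = inhibition above the mean of all tested compounds plus 3 SD, cut at about 24% in these data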;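 note: 0% = enzyme with DMSO and 100% = wells lacking PAFAH1B2; many of its hits are not listed in these tables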
# Active calls of the source: *; / = no result given.
# Below each compound: PREPL inh, PAFAH2 FP inh, pPAFAH FP inh, ZTA counter, EBNA-1 inh, LYPLA1 inh, LYPLA2 counter, PAFAH1B3 FP inh, PAFAH1B2 inh
> CCOC(=O)C(C)n1cnc2c(nnn2-c2cccc(Cl)c2)c1=O (centres undefined)
  10, -8, 3, -6, 5, -2, -2, 5, 1
> CCN(CC)C(=O)[C@H]1C[C@H](CC(=O)NCc2cccc(C(F)(F)F)c2)C(=O)N2CCc3c([nH]c4ccc(Cl)cc34)[C@]12C
  /, 3, 0, /, /, /, /, 3, 1
> CCN(CC(=O)Nc1c(F)cccc1F)C(=O)CNC(=O)c1ccco1
  1, 9, 6, -4, 8, 0, 5, 1, 4
> O=C(O)c1ccccc1N/C=C\[N+](=O)[O-]
  14, 11, 5, -4, 12, 3, 3, 5, 6
> O=C(Nc1cccc(CNCCc2c[nH]c3ccccc23)c1)c1ccccc1Cl
  -23, 0, 5, -3, 3, -4, 6, 7, 4
> COC(=O)c1ccccc1NC(=O)Nc1cc(C(C)(C)C)on1
  7, 5, -1, -5, -12, -1, -1, 10, 6
> CC(NC(=S)Nc1ccc(S(N)(=O)=O)cc1)c1ccc2c(c1)OCO2 (centres undefined)
  -24, -1, 7, -7, 2, 1, -3, 9, 28*
> Nc1ccccc1Sc1nc2ccccc2[nH]1
  13, 7, -1, -6, -7, -2, 8, 2, 6
> COc1ccc(C(=O)Nc2ccc3[nH]ccc3c2)cc1
  12, 6, 2, 18, 4, 0, 6, 6, 2
> CCC(Sc1nncn1C)C(=O)Nc1ccccc1OC (centres undefined)
  14, 9, -7, 2, -21, -2, -2, 3, 1
> O=C(Nc1ccccc1N1CCOCC1)c1ccc(OCc2cscn2)cc1
  -5, -2, 8, -5, -13, -1, 1, 9, 4
> c1ccc(SCCOCCn2cncn2)cc1
  13, 2, 5, -16, -3, -1, 7, 8, 7
> CSCC[C@H](NC(=O)OC(C)(C)C)c1nnc(SCC(=O)Nc2ccc(C)cc2C)o1
  4, 10, -1, 6, -11, -5, 0, -2, -1
> COc1ccc(-c2csc3ncnc(N4CCN(c5ccc(OC)cc5)CC4)c23)cc1
  25, -2, 5, -8, 6, -2, 3, 9, 5
> Cc1nc2ccc(S(=O)(=O)Nc3cc(-c4nc5cccnc5s4)ccc3C)cc2s1
  -24, 4, 13, 16, 7, -9, -8, -3, 0
> Brc1ccccc1CN1CCC(Cc2ccccc2)CC1
  -12, 1, 4, 0, -2, -4, -5, 5, -3
> O=C1N/C(=C/c2ccc(N3CCCC3)cc2)C(=O)N1c1ccccc1
  5, -1, -1, -14, -17, -1, -3, 3, -3
> O=C(NNS(=O)(=O)c1ccc(F)cc1)c1ccc(S(=O)(=O)N2CCCCC2)cc1
  12, -1, -3, -20, 2, 2, 7, 1, 21
> O=C(Nc1ccncc1)c1cc(S(=O)(=O)N2CCN(c3ccccc3)CC2)ccc1Cl
  -3, 6, -1, 6, 7, 0, 8, 2, 10
> CCn1c(SCC(=O)NCc2ccco2)nc2ccccc2c1=O
  18, 2, 2, -2, -3, 1, 5, 8, 5
> CC(=O)c1cccc(-n2nnnc2SCC(=O)Nc2cc(C)on2)c1
  -3, -10, 5, 4, -5, 2, 0, 10, 2
> Cc1ccc(S(=O)(=O)N(C)C)cc1NC(=O)c1ccncc1
  7, 0, 2, 0, 2, 5, 1, -9, 9
> Cc1nc2nc(-c3cccnc3)nn2c(C)c1Cl
  5, -4, 4, -1, -5, 1, 4, 4, 1
> CCOc1ccccc1N(C)S(=O)(=O)c1ccc2[nH]cc(C(=O)N(CCOC)CCOC)c(=O)c2c1
  5, 6, 2, -3, 1, -1, 3, 14, 6
> N=c1n(Cc2ccc(Cl)cc2)c2ccccc2n1CC(O)c1ccco1 (centres undefined)
  17, 10, -5, -17, -3, 1, -7, 5, 5
> CN(C)c1ccc(NC(=O)c2ccc(Cn3cc([N+](=O)[O-])cn3)cc2)cc1
  48*, 0, 10, -1, -4, 1, 17, 1, -1
> O=C(COc1ccccc1[N+](=O)[O-])OC1CCS(=O)(=O)C1 (centres undefined)
  -1, 3, 0, 3, -8, 1, 0, 12, 2
> COc1ccc(C2c3c4c(n(C)c3CCN2C)CCN(C)C4c2ccc(OC)cc2)cc1 (centres undefined)
  16, 2, 2, -7, 0, -1, 2, 10, 6
> CC1=C(C#N)C(Nc2cccc(C)n2)(C(F)(F)F)C(=O)N1 (centres undefined)
  -2, 1, 1, 8, 3, -2, -5, 6, 1
> Cc1cc(C(=O)CN2C(=O)NC3(CCCCC3)C2=O)c(C)n1-c1ccc2c(c1)OCO2
  1, 0, 13, -10, -4, -2, 3, 10, 2

# 6 structures out of the list, sorted by count of non-hydrogen atoms, descending.
# Below each compound: PREPL inh, PAFAH2 FP inh, pPAFAH FP inh, ZTA counter, EBNA-1 inh, LYPLA1 inh, LYPLA2 counter, PAFAH1B3 FP inh, PAFAH1B2 inh
> COc1ccc(C2c3c4c(n(C)c3CCN2C)CCN(C)C4c2ccc(OC)cc2)cc1 (centres undefined)
  16, 2, 2, -7, 0, -1, 2, 10, 6
> Cc1cc(C(=O)CN2C(=O)NC3(CCCCC3)C2=O)c(C)n1-c1ccc2c(c1)OCO2
  1, 0, 13, -10, -4, -2, 3, 10, 2
> CN(C)c1ccc(NC(=O)c2ccc(Cn3cc([N+](=O)[O-])cn3)cc2)cc1
  48*, 0, 10, -1, -4, 1, 17, 1, -1
> CC(=O)c1cccc(-n2nnnc2SCC(=O)Nc2cc(C)on2)c1
  -3, -10, 5, 4, -5, 2, 0, 10, 2
> Cc1ccc(S(=O)(=O)N(C)C)cc1NC(=O)c1ccncc1
  7, 0, 2, 0, 2, 5, 1, -9, 9
> Cc1nc2nc(-c3cccnc3)nn2c(C)c1Cl
  5, -4, 4, -1, -5, 1, 4, 4, 1

# More structures.
# Below each compound: PREPL inh, PAFAH2 FP inh, pPAFAH FP inh, ZTA counter, EBNA-1 inh, LYPLA1 inh, LYPLA2 counter, PAFAH1B3 FP inh, PAFAH1B2 inh
> O=C(NCC1CCN(c2ccc(S(=O)(=O)N3CCOCC3)cc2)CC1)c1ccc(Cl)cc1
  35, -6, 0, -7, -5, 1, 81*, 11, 7
> Cc1cccc(S(=O)(=O)c2c(N)n(Cc3ccco3)c3nc4ccccc4nc23)c1
  -2, -13, 3, 12, -1, -18, -24, -6, -3
> CS(=O)(=O)c1ccc(Cl)c(NC(=O)COC(=O)/C=C/c2cnc3ccccc3n2)c1
  -1, 8, 0, 15, 5, -5, 0, -6, -1
> CNC(=O)CCc1nc(-c2ccc(C(C)(C)C)cc2)no1
  -7, 6, 3, 1, 0, 0, 4, -2, 5
> CCOC(=O)/C(=C\C=C1/Sc2ccccc2N1CC)C(C)=O
  10, -4, 2, 4, 5, 1, -1, 1, 0
> CNC(=O)c1ccc(-c2nc(-c3ccccc3)cs2)cc1
  -16, -2, 3, -5, -8, -5, -1, -1, 1
> O=C(CCSc1nc2ccccc2s1)N/N=C/c1c(O)ccc2ccccc12
  13, -5, 9, 21, 48*, -11, -11, 1, 2
> CCN(C(=O)CSc1nnc(COc2cccc(C)c2)o1)c1nc(C)cs1
  -19, 3, -1, 8, 4, -3, 0, 2, 1
> O=C(CSc1nncs1)N1CCN(S(=O)(=O)c2ccccc2)CC1
  -5, 7, -7, -5, 8, -3, 2, 13, 3
> O=C(NCc1ccco1)c1ccc(NS(=O)(=O)c2cccc([N+](=O)[O-])c2)cc1
  5, 1, 5, 8, 3, -2, 0, 5, 5

# Complete entries from above.
# Shown for CNC(=O)c1ccc(-c2nc(-c3ccccc3)cs2)cc1 → PREPL inh: -16; PAFAH2 FP inh: -2; pPAFAH FP inh: 3; ZTA counter: -5; EBNA-1 inh: -8; LYPLA1 inh: -5; LYPLA2 counter: -1; PAFAH1B3 FP inh: -1; PAFAH1B2 inh: 1
# Shown for CCN(C(=O)CSc1nnc(COc2cccc(C)c2)o1)c1nc(C)cs1 → PREPL inh: -19; PAFAH2 FP inh: 3; pPAFAH FP inh: -1; ZTA counter: 8; EBNA-1 inh: 4; LYPLA1 inh: -3; LYPLA2 counter: 0; PAFAH1B3 FP inh: 2; PAFAH1B2 inh: 1

# Three compounds drawn at random from the list so far:
# Below each compound: PREPL inh, PAFAH2 FP inh, pPAFAH FP inh, ZTA counter, EBNA-1 inh, LYPLA1 inh, LYPLA2 counter, PAFAH1B3 FP inh, PAFAH1B2 inh
> Cc1ccc(S(=O)(=O)N(C)C)cc1NC(=O)c1ccncc1
  7, 0, 2, 0, 2, 5, 1, -9, 9
> CC1=C(C#N)C(Nc2cccc(C)n2)(C(F)(F)F)C(=O)N1 (centres undefined)
  -2, 1, 1, 8, 3, -2, -5, 6, 1
> O=C(COc1ccccc1[N+](=O)[O-])OC1CCS(=O)(=O)C1 (centres undefined)
  -1, 3, 0, 3, -8, 1, 0, 12, 2

# Continuation:
# Below each compound: PREPL inh, PAFAH2 FP inh, pPAFAH FP inh, ZTA counter, EBNA-1 inh, LYPLA1 inh, LYPLA2 counter, PAFAH1B3 FP inh, PAFAH1B2 inh
> COc1ccccc1N(CC(=O)NCCSc1ccccn1)S(=O)(=O)c1ccccc1
  -7, 4, 4, -8, -3, -1, 2, 7, 3
> S=c1[nH]cc(Cc2ccccc2)s1
  6, -1, 1, 4, -1, 0, -2, 3, 10
> Cc1ccccc1C(=O)NC(=S)Nc1ccc2[nH]c(=O)[nH]c2c1
  6, -6, -2, 1, 3, 1, 7, -1, -2
> COCCSc1ccccc1C(=O)Nc1ccc2c(c1)OCCO2
  0, 6, 6, -14, 3, 3, 9, 4, 0
> COc1ccc(N=C2SC(C(=O)O)CC(=O)N2C)cc1 (centres undefined)
  8, -1, 2, -5, -3, 0, -2, 7, 8
> COc1ccccc1NC(=O)c1cc2c(s1)-c1ccccc1S(=O)(=O)C2
  -4, -2, 1, 3, 0, -6, -10, -18, -9
> CN(Cc1cnccn1)C(=O)CC1C(=O)NCCN1Cc1ccc(F)cc1Cl (centres undefined)
  -6, 5, -4, 0, -9, 2, -4, -2, 0
> O=C(Nc1nnc(CCS(=O)(=O)c2ccc3ccccc3c2)s1)c1ccc([N+](=O)[O-])cc1
  -2, -5, 2, 11, -2, -2, -1, -2, 8
> COc1ccc(-c2[nH]ncc2CN2C[C@@H]3CCC[C@H]2C3)c(F)c1
  1, 2, -2, 1, -2, -1, -4, 9, 3
> N#CC(C(=O)c1ccccc1Cl)=C1SCCCS1
  2, /, 1, -8, 5, -1, -1, /, /
> Cc1cc2n(n1)C(c1ccsc1)Nc1ccccc1-2 (centres undefined)
  6, 9, -2, 11, -1, -3, 1, 4, 4

# The list is partial, so the mix of outcomes need not match the whole.
